Source: PubChem
m5-HT2A agonist: activates the mouse 5-HT2A serotonin receptor | hit rate 0.66% among 360,000 | CHO-K1 mHTR2A beta-arrestin complementation, luminescence; percent of 30 µM serotonin response | activation, % at 7.6 µM | P35363;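 active = activation above a run cutoff, the mean activation of all tested compounds plus 3 SD, cut at about 14% in these data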;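 also: 0% = plate median of compound wells and 100% = 30 µM serotonin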
Target sequence (P35363 whole entry, looked up): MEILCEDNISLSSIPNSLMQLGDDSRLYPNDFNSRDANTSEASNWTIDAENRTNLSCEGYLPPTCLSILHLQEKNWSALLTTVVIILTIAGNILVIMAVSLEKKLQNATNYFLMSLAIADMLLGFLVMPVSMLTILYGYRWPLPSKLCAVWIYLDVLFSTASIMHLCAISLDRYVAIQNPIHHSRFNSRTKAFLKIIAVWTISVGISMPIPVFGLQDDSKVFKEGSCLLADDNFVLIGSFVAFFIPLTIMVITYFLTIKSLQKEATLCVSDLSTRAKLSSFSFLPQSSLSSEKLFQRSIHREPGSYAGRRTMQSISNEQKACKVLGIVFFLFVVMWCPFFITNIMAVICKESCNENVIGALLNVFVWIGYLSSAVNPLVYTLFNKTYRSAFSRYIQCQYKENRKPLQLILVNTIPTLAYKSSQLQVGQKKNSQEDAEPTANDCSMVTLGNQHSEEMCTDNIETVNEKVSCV
ABCB6 inh MLPCN: inhibitors of human ABC transporter ABCB6; Q9NP58; K562-ABCB6 porphyrin accumulation, flow cytometry, 1 h; active compounds read low; fluorescence ratio to DMSO, % at 10 µM; hit rate 0.19% among 360,000; AID 602162;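 active = fluorescence ratio to DMSO below 75%, the collection mean minus 3 SD; inconclusive = too few cells collected in the well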;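 also: signal is porphyrin accumulated inside mitochondria; 100% equals median channel fluorescence of DMSO control wells; lower ratio means ABCB6 inhibition with less porphyrin fluorescence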
Granule exo inh: blocks lytic granule exocytosis; TALL-104 LAMP-1 surface exposure, flow cytometry; cells stimulated with thapsigargin and PMA; inhibition, % at 10 µM; hit rate 0.66% among 360,000; AID 651702;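 active = inhibition above about 55%, limit read from the data; inconclusive = no clear call, values can overlap the other calls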
iPSC survival up: enhancers of human iPSC single-cell survival; hiPSC single-cell survival, ATPlite luminescence; 100% = ROCK inhibitor wells, 0% = DMSO; survival enhancement, % at 20 µM; hit rate 0.044% among 360,000; AID 602274; in the data active = survival enhancement above about 18%;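 also: cells exposed to compounds for 16 hours before the ATP read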
H9c2 protect: protects H9c2 cardiomyocytes from peroxide injury. AID 588492. protection from H2O2 cell death, % at 20 µM. hit rate 0.63% among 360,000. H2O2 injury protection, ATPLite, 2 h;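 active = compounds giving at least 50% protection of heart cells from peroxide-induced death in the single-dose screen, raw or plate-pattern-corrected value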;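 also: 0% = DMSO wells with peroxide and 100% = DMSO wells without peroxide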
CaV13 ICDI inh: Disruptors of the CACNA1D IQ motif to Ca2+-dependent inactivation inhibitor domain association, primary screening, Förster resonance energy transfer in intact living …; hit rate 0.098% among 340,000; inhibition, % at 12.3 µM; HEK cells, CFP/YFP FRET ICDI-IQ, plate reader, 10 min; percent FRET-ratio fall versus neutral wells;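 active = mean replicate inhibition of at least 30% and at least 1% of replicates passing that level; inconclusive = only one of the two criteria is met; inactive = neither criterion is met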;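 also: 0% = median of the neutral control wells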
N-glyco inh: blocks N-linked glycosylation in D54 reporter cells; hit rate 0.23% among 360,000; D54 ERlucT glycosylation luciferase reporter, 24 h; percent of 100 nM tunicamycin response; reporter increase, % at 12.5 µM;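 active = mean luciferase reporter signal, scaled so untreated is 0 and the glycosylation-blocking control 100, at or above a set limit in every replicate; inconclusive = mean reaches the limit but not every replicate does; inactive = mean below the limit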;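 also: luciferase carries N-glycosylation sites so blocking glycosylation raises the light; 0% = median of neutral control wells and 100% = median of 100 nM tunicamycin wells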
PDI turbidity: inhibitors of human protein disulfide isomerase; hit rate 0.052% among 350,000; PDI insulin aggregation turbidity, A650, 90 min; P07237; inhibition, % at 10 µM; AID 588391;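 active = mean inhibition across replicates of 30% or more, whatever share of single replicates reach that level; inconclusive = mean inhibition below 30% while every single replicate reaches 30%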;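 also: absorbance from insulin aggregation driven by PDI reduction with DTT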
Target sequence (P07237 whole entry, looked up): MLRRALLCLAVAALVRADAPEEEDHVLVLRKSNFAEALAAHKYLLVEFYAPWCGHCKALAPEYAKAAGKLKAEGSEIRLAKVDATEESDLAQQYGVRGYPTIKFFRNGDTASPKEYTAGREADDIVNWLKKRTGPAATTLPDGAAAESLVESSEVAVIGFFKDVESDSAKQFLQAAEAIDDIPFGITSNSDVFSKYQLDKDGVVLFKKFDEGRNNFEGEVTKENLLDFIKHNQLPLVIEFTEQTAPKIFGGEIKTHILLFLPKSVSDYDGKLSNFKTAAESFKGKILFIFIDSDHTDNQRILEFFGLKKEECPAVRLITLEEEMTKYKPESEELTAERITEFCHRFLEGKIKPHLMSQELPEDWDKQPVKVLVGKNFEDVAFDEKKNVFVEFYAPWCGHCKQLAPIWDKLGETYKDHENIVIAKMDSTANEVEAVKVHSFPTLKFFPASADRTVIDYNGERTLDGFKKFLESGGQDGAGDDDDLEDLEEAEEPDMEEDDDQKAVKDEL
Vif inh: HIV Vif inhibition | HEK293T cells, Vif self-association by quenched fluorescence, imaging, 24 h | inhibition, % at 7.49 µM | hit rate 0.35% among 340,000 | AID 602346; in the data active = inhibition above about 50%, passing the limit was not always enough; inconclusive = no clear call, values can overlap the other calls; inactive = below about 31%; also: some results filed as inactive read as strong as hits
aDG glyco act: alpha-DG glycosylation activation | Pro5-aDG cells, alpha-DG glycosylation AlphaScreen (IIH6); 0% Pro5, 100% B10-LARGE cell signal | activation, % at 10 µM | hit rate 0.22% among 360,000 | AID 624168;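 active = activation of at least 8% versus controls, or a plate z-score of at least 8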;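 also: Pro5 are CHO cells carrying HIG-tagged alpha-DG that lacks glycosylation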
Starred values were filed as active, the others as inactive; ? = inconclusive; . = no result given.

SMILES,m5-HT2A agonist,iPSC survival up,aDG glyco act,PDI turbidity,Granule exo inh,H9c2 protect,ABCB6 inh MLPCN,CaV13 ICDI inh,Vif inh,N-glyco inh
O=C(COC(=O)c1ccc2c(c1)S(=O)(=O)N=C1CCCCCN12)NCCc1ccc(F)cc1,-4,-0.4,-0.2,2,-1,-2,99,-5,-3,-2
CCOc1ccc(C(=O)NCC(=O)OCC(=O)N2CCCC2)cc1,-1,-0.5,-0.2,0,-3,-3,108,-5,-6,1
C/C(=N/NC(=O)c1ccncc1)c1c[nH]c2ccccc12,-2,6.1,-0.4,-4,-2,7,97,-80,21,2
COc1ccc(C(=O)NNC(=O)Cn2nc(C)cc2C)cc1S(=O)(=O)N1CCOCC1,5,-0.2,0.2,-7,-3,-5,103,-5,-4,1
Cc1noc(C)c1CSCC(=O)OCC(=O)Nc1ccc(OC(F)(F)F)cc1,-4,4.1,0.0,7,-3,3,99,-12,.,1
OCCN1CCN(CC(O)C(F)(F)F)CC1 (configuration not stated),3,0.7,0.0,1,2,2,100,-5,-4,-1
COc1ccc2[nH]c3c(c2c1)CCN1C(=O)C(CC(=O)NCc2ccco2)C[C@H](C(=O)N(C(C)C)C(C)C)[C@@]31C (some centres not stated),0,-1.9,0.3,0,6,2,96,-10,-11,3
O=C(CN(CCc1ccccc1)S(=O)(=O)c1ccc(Cl)cc1)N/N=C/c1ccccc1C(=O)O,3,-1.0,0.2,-3,1,3,93,-2,-4,1
COc1ccccc1-c1nnc(SC2CCc3ccccc3NC2=O)s1 (configuration not stated),4,0.1,0.0,15,0,2,96,-3,-3,-4
CCN(CC)c1ccc(/C=N/N2CCN(Cc3ccc(Cl)cc3)CC2)c(O)c1,1,0.6,-0.4,-1,-1,-11,98,-5,0,-2

Single values from above.
`C/C(=N/NC(=O)c1ccncc1)c1c[nH]c2ccccc12` in PDI turbidity is listed with -4
`COc1ccc2[nH]c3c(c2c1)CCN1C(=O)C(CC(=O)NCc2ccco2)C[C@H](C(=O)N(C(C)C)C(C)C)[C@@]31C` (some centres not stated) in iPSC survival up is listed with -1.9

Going on with the list:
SMILES,m5-HT2A agonist,iPSC survival up,aDG glyco act,PDI turbidity,Granule exo inh,H9c2 protect,ABCB6 inh MLPCN,CaV13 ICDI inh,Vif inh,N-glyco inh
CCCC(=O)Nc1ccccc1NC(=O)c1ccc(OCC)cc1,-4,-1.2,-0.6,-4,14,-3,103,7,-7,-2
CCCCNC(=O)C1(C)CCC(=O)N1CCOc1ccccc1 (configuration not stated),2,0.1,0.0,.,6,7,102,-4,.,2
CCC(=O)Nc1ccc(S(=O)(=O)N2CCOCC2)cc1,2,-0.4,-0.2,6,-3,-1,97,-10,1,1
Cc1ccc(C(O)c2ncc(-c3ccccc3C(F)(F)F)[nH]2)cc1F (configuration not stated),-2,-1.6,0.0,11,12,-2,88,-4,-8,1
COc1ccc(OCC(=O)Nc2c(Cl)ccc3nsnc23)cc1,-2,-0.4,-0.1,0,-4,6,97,-2,2,-3
COc1cccc(Nc2nc(C(N)CC(C)C)cs2)n1 (configuration not stated),1,-3.4,1.1,4,-2,4,101,-6,.,0
COc1nc(NCc2ccco2)nc(N2CCC(C)CC2)n1,-5,1.4,0.1,5,?,-18,98,-6,3,0
CC(C)(C)OC(=O)NCCCCCNC(=O)c1[nH]cnc1C(=O)Nc1ccc(Cl)cc1,-5,2.1,1.8,-9,15,66*,90,-11,-8,10
Cc1[nH]n2c(=O)c(C#N)c(-c3ccccc3)nc2c1-c1ccccc1,0,8.2,0.0,-10,1,-1,97,-4,7,1
CCc1ccc(OCCCC(=O)O)c(Br)c1,1,0.2,0.0,0,3,-2,96,-9,.,4
COc1cc2c3c(c1OC)C1(C=CC(=O)C=C1)CC3N(C(C)=O)CC2 (configuration not stated),-1,-1.5,-0.4,0,2,24,98,-5,0,-2
COc1ccccc1C(=O)c1nc2ccccc2n1C,5,0.3,-0.1,-3,-9,2,97,-5,-21,0
O=C(COc1ccccc1)NCc1n[nH]c(=S)n1-c1ccccc1,16*,0.7,0.9,7,0,3,94,-1,6,2
O=C(c1ccc(=O)[nH]c1)N1CCN(S(=O)(=O)c2cc(C(F)(F)F)ccc2Cl)CC1,-3,0.9,0.1,3,1,4,102,-5,-10,1
Cc1c(NS(=O)(=O)c2cccc(C(=O)Nc3ccc(SC(F)F)cc3)c2)c(=O)n(-c2ccccc2)n1C,2,-2.3,0.6,13,-4,-10,97,-6,-35,-9
CN1CCN(C(=O)c2cc3cc(F)ccc3[nH]2)CC1,3,0.2,0.1,-3,-8,7,98,-2,-18,0
Cc1ccccc1NC(=O)N(C(C)C)C(C)C,1,0.2,-0.1,19,-2,2,104,-5,.,2
COc1cccc(OC)c1OCCN1CCCC1,-2,1.1,0.1,-1,-12,4,98,-5,6,1
CC(C)[C@H](NC(=O)c1ccccc1)C(=O)OCC(=O)Nc1ccc(Cl)cc1C(F)(F)F,1,0.5,-0.1,0,2,4,95,-3,0,-3
COc1ccccc1-n1c(SCC(=O)O)nc2sc3c(c2c1=O)CCC3,0,-0.3,0.1,0,-1,4,94,-3,-6,3
CCS(=O)(=O)N1CCC(C(=O)NCCCN2CCCCCC2)CC1,1,4.0,-0.1,-20,1,-5,99,-9,5,2
COc1cc(/C=N/c2oc(C)c(C)c2C#N)cc(Br)c1O,1,-0.5,-0.1,5,-3,-2,95,-6,-6,0
CCCCCOC(=O)C1C2C=CC3(CN(c4ccccc4C)C(=O)C13)O2 (configuration not stated),-6,-2.5,-0.2,6,0,-3,102,-3,-14,0
O=C(CSc1nc2ccc(Cl)cc2o1)NCc1ccc2c(c1)OCO2,-3,-1.0,0.0,-6,-2,-26,106,-1,3,0
Cc1cc(C)cc(-n2nnc3ccccc3c2=O)c1,2,-3.7,-0.2,-1,6,-3,101,-4,38,2
CN(CC1CCN(CCc2cccc(C(F)(F)F)c2)CC1)C(=O)c1ccc(F)cc1F,-7,-0.3,0.0,2,45,4,100,-4,11,2
Cc1ccc2c(c1)-c1c(cnn1CC(=O)N(Cc1ccco1)C1CCCCC1)CO2,-2,3.8,0.1,.,14,3,100,-5,-5,-6
Cc1nnnn1-c1ccc(CC(=O)O)cc1,4,-2.8,0.4,-5,0,-3,100,-4,-4,1
Cc1cc(C)c(C(=O)COC(=O)c2cccnc2Cl)c(C)c1,-1,3.8,0.1,6,-5,-1,94,-4,3,2
O=C(O)/C=C/C(=O)NC1CCS(=O)(=O)C1 (configuration not stated),9,5.8,-0.1,-5,1,1,99,-7,-1,2
Cc1csc(=O)n1CCC(=O)OCC(=O)Nc1ccc(N2CCOCC2)cc1,0,5.7,0.0,-2,9,5,104,-10,-2,3
COc1cc(/C=C/C(=O)OCC(=O)NC2CC2)cc(S(=O)(=O)N2CCc3ccccc32)c1OC,-1,0.4,-0.2,0,1,7,95,8,12,-2
COc1cccc(/C=C2/CCC(CN(C)C)C2=O)c1 (configuration not stated),5,-2.3,-0.4,17,16,-22,109,-5,2,-7
O=C(Nc1ccc(F)c(Cl)c1)Nc1ccc(Cl)cn1,0,-3.7,0.0,4,0,-3,102,-4,2,-4
COc1ccc(S(=O)(=O)N2CCCCC2)cc1NC(=O)c1ccc(=O)[nH]c1,8,-0.5,0.0,1,2,2,94,-5,2,2
CCC1CCC2(CC1)NC(=O)N(CC(=O)c1c(C)[nH]c3ccccc13)C2=O (configuration not stated),-4,-1.0,-0.1,-13,-1,-2,128,-7,-10,1
COc1ccc(CNC(=O)C(c2ccco2)N(Cc2cccs2)C(=O)Cc2cccs2)cc1 (configuration not stated),4,-1.7,0.3,-10,43,35,88,-2,-7,-3
O=C(COc1ccccc1)NC1CCCN(Cc2ccccc2F)C1 (configuration not stated),5,0.5,-0.2,2,-2,6,95,-7,5,-1
CC1CN(CCCCSc2ccccc2)CC(C)O1 (configuration not stated),3,-0.5,0.0,-2,-4,6,94,-9,-2,-2
Cc1ccc2nc(NC(=O)C3CCCN(S(=O)(=O)c4cccc5nsnc45)C3)sc2c1 (configuration not stated),2,-0.2,1.1,4,1,11,94,-2,5,-4

Some entries already given, reduced to aDG glyco act and Vif inh:
SMILES | aDG glyco act | Vif inh
CN1CCN(C(=O)c2cc3cc(F)ccc3[nH]2)CC1 | 0.1 | -18
Cc1ccccc1NC(=O)N(C(C)C)C(C)C | -0.1 | .
COc1cccc(OC)c1OCCN1CCCC1 | 0.1 | 6
CC(C)[C@H](NC(=O)c1ccccc1)C(=O)OCC(=O)Nc1ccc(Cl)cc1C(F)(F)F | -0.1 | 0

Going on with the list.
SMILES,m5-HT2A agonist,iPSC survival up,aDG glyco act,PDI turbidity,Granule exo inh,H9c2 protect,ABCB6 inh MLPCN,CaV13 ICDI inh,Vif inh,N-glyco inh
COc1ccc(N2C[C@H](Cc3ccccc3)[C@@H](CC(=O)Nc3ccccc3)C2=O)cc1,3,-0.1,0.4,5,-2,9,99,-6,-1,4
COC(=O)c1c(NC(C)=O)sc(C(=O)Nc2ccccc2C)c1C,-2,-0.4,0.3,-2,5,3,103,-7,5,2
CCOC(=O)c1sc(=NC(=O)/C=C/c2ccccc2)n(C)c1C,-3,0.6,-0.1,-6,0,-10,100,2,4,2
O=C(CN1CCN(S(=O)(=O)N2CCCCC2)CC1)Nc1cc(Cl)cc(Cl)c1,-8,-0.2,0.5,-6,-14,-7,94,-5,11,-2
